# Screening results: PubChem, several laboratories
# BaF3 tox: parental Ba/F3 viability inhibition as JAK2V617F counter-screen; actives 1.1% (n = 220,000); inhibition, % at 5.6 µM; AID 1486; CellTiter-Glo ATP luminescence;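 active = inhibition above a per-campaign cutoff, the mean inhibition of all tested compounds plus 3 SD, cut at about 27% in these data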;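 also: 0% = DMSO wells and 100% = JAK Inhibitor I control wells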
# m-calpain inh: inhibitors of pig calpain II; purified calpain II, fluorogenic peptide substrate, 30 min; inhibition, % at 16 µM; actives 0.37% (n = 220,000); AID 1236;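 active = inhibition above about 50%, limit read from the data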
# S1P4 antagonist: blocks the human S1P4 receptor | inhibition, % at 4.98 µM | O95977 | actives 0.26% (n = 220,000) | S1P4-expressing cells, antagonist mode, reporter read-out; in the data active = inhibition above about 29%;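 also: 0% = wells stimulated with agonist and 100% = vehicle wells without agonist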
# Target sequence (O95977 whole entry, looked up): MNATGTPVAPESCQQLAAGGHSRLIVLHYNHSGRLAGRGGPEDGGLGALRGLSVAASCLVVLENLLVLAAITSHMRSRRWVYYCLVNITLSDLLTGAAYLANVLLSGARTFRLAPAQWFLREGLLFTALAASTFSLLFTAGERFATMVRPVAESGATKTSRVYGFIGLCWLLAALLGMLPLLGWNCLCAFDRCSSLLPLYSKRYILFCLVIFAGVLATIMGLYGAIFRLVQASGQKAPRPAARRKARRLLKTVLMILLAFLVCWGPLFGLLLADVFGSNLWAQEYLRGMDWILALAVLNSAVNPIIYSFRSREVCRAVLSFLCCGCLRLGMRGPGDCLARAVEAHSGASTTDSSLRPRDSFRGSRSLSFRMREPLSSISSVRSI
# TRPN1 ag: activates the zebrafish TRPN1 channel | activation, % at 3 µM | AID 1424 | HEK293 zebrafish TRPN1-YFP, Fluo-8 calcium fluorescence; 100% = response to 87 µM carbachol | actives 0.18% (n = 220,000);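 active = activation above its plate's cutoff, the mean activation of test wells on that plate plus 3 SD, cut at about 19% in these data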;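 also: 0% = DMSO alone and 100% = 87 µM carbachol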
#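 Control set: carbachol 87 µM as high control, DMSO as low control; system: HEK293 stable line with zebrafish TRPN1-YFP; read-out: % activation versus carbachol response; detection: intracellular calcium fluorescence with Fluo-8; doses: single test compound dose, 3 µM nominal, 0.3% DMSO; schedule: dye 1 h 37 °C plus 30 min RT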
# PERK inhibitor: blocks human PERK kinase; inhibition, % at 5.6 µM; AID 1416; actives 0.17% (n = 220,000); CHO PERK-DD fusion, SEAP luminescence translation reporter; Q9NZJ5;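 active = inhibition above the mean inhibition of all tested compounds plus 3 SD, set separately per screening campaign, cut at about 2.9% in these data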;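 also: PERK kinase domain activated by AP20187 dimerizer at 100 nM; 0% = DMSO with dimerizer and 100% = rapamycin at 8.4 µM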
# TRPML3 ag: activates the human TRPML3 channel; Q8TDD5; HEK293 TRPML3-YFP, Fluo-8 calcium fluorescence; 100% = the carbachol control signal; activation, % at 3 µM; actives 0.29% (n = 220,000);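 active = activation above its plate's cutoff, the mean activation of the plate's test wells plus 3 SD, cut at about 12% in these data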;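 also: 0% = DMSO only wells and 100% = carbachol wells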
# Target sequence (Q8TDD5 whole entry, looked up): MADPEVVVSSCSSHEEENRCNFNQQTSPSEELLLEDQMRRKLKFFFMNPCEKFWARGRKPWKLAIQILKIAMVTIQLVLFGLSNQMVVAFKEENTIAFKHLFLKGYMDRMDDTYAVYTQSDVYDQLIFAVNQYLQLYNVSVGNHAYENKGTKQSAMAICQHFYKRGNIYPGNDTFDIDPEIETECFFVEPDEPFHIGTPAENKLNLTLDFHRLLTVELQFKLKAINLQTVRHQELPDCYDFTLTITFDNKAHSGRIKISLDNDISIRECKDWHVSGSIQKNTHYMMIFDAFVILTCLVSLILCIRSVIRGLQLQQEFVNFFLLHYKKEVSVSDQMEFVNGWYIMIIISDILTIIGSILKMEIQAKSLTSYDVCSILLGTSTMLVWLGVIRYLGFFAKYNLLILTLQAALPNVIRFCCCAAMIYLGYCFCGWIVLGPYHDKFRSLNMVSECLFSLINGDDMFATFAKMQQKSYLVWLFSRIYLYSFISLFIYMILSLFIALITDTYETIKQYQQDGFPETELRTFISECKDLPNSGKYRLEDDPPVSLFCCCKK
#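 Material: HEK293 cells stably carrying human TRPML3-YFP; compound dosing: single dose, 3 µM final nominal compound, 0.3% DMSO final; incubation: 1-h 37 °C dye load, 5-s basal, 120-s post-compound reads; technique: Fluo-8 intracellular calcium fluorescence, excitation 470-495 nm, emission 515-575 nm; read-out basis: percent activation from peak-to-basal fluorescence ratio, scaled between DMSO and carbachol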
# S1P4 agonist: activates the human S1P4 receptor; S1P4-expressing cell line, agonist reporter assay; activation, % at 4.98 µM; actives 0.35% (n = 220,000); AID 1509; in the data active = activation above about 11%;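 also: 0% = DMSO vehicle and 100% = reference agonist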
# Ba/F3 V617F tox: reduce viability of Ba/F3 cells dependent on JAK2V617F | inhibition, % at 5.6 µM | actives 1.1% (n = 220,000) | Ba/F3 EpoR-JAK2V617F viability, ATP luminescence;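 active = inhibition above the campaign mean plus 3 SD over all tested compounds, cut at about 24% in these data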;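 also: cytokine-independent growth of Ba/F3 cells driven by EpoR plus mutant JAK2; 0% = DMSO-treated cells and 100% = JAK inhibitor I control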
# EP2 modulator: EP2 receptor (human) modulation; P43116; EP2-expressing cells, cAMP HTRF FRET, PGE2 co-stimulation; induction, % at 25 µM; actives 0.83% (n = 260,000);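 active = compounds whose cAMP rise, as percent of the full-agonist control response, exceeds 60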;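 also: rat C6 glioma line stably carrying human EP2 under a CMV promoter; the protocol text gives 20 µM as final concentration; 100% = response of wells given 1 µM PGE2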
# Numbers without * were called inactive; i = inactive; nt = not tested or not shown; & = joins results of further samples.
SMILES,BaF3 tox,m-calpain inh,S1P4 antagonist,TRPN1 ag,PERK inhibitor,TRPML3 ag,S1P4 agonist,Ba/F3 V617F tox,EP2 modulator
CNC(=O)OCc1n(C)cc[n+]1C,-1,-5,-8,1.0,1.6,1.0,2.1,-3,20
OC1/C(=C/c2ccccc2C(F)(F)F)N2CCC1CC2 (stereo not drawn),1,-24,5,0.4,1.6,0.6,0.8,-2,12
O=c1c2ccccc2nc(-c2ccc(Cl)cc2Cl)n1-c1ccncc1,4,9,-14,0.2,-1.0,0.1,0.4,-4,13&-7
Cc1ccc2c(c1)CCCN2N=O,0,-11,-10,-0.7,-0.6,0.7,2.2,0,-6
Cc1ccc(-n2c(O)c(/C=N/c3ncc(Br)cc3Br)c(=O)[nH]c2=O)cc1,9,6,-11,1.0,0.9,1.0,0.2,5,23
CN1CCN(c2ccc([N+](=O)[O-])c(SCCO)c2)CC1,6,-10,-9,0.5,0.9,-0.2,1.2,0,1
COC(=O)C(O)(c1c(C)[nH]n(-c2ccccc2)c1=O)C(F)(F)F (stereo not drawn),5,8,-4,0.6,2.3,1.1,1.4,0,18
O=[N+]([O-])c1cc([As](=O)(O)c2ccc(O)c([N+](=O)[O-])c2)ccc1O,0,25,13,-1.1,0.6,1.1,1.6,-3,-19
C=CCn1c(O)c(C(C)=NCCC2=CCCCC2)c(=O)[nH]c1=O,4,10,-17,-1.1,-2.6,0.3,1.4,2,12
CCC(=NCCCO)c1c(O)n(-c2ccc(OC)cc2)c(=O)[nH]c1=O,1,6,-12,-0.4,1.4,0.4,0.4,-1,23
CC(C)(C)C(=O)c1cn(CC(=O)NCc2ccco2)c2ccccc12,4,4,-3,0.1,0.8,-0.3,1.2,0,-8
C=CCn1c(O)c(C=Nc2ccc(N(CC)CC)cc2)c(=O)[nH]c1=O,8,-294,-19,0.9,-1.5,0.8,-0.4,2,8
COc1cc(CN=C(C)c2c(O)n(C3CCCCC3)c(=O)[nH]c2=O)cc(OC)c1,-1,6,-5,-1.2,-1.5,1.3,0.2,-5,-25
O=C(c1cc(S(=O)(=O)N2CCC3(CC2)OCCO3)ccc1F)N1CCC2(CC1)OCCO2,6,-7,-8,1.8,0.5,1.4,1.3,1,13
O=c1[nH]c(=O)n(CCC2=CCCCC2)c(O)c1C=NCc1cccnc1,3,-9,-6,0.7,1.2,0.3,0.7,4,-6
O=C(N/N=C1/CN2CCC1CC2)c1cc2ccccc2cc1O,1,-31,-3,0.9,0.5,0.2,0.2,-2,20
N[C@@H](Cc1c[nH]c2ccccc12)c1nnc(SCc2ccc(F)cc2)o1,-3,10,1,0.0,0.6,0.1,0.7,-3,-12
O=C1CN=C(c2ccc(Br)cc2)c2c(sc3c2CCCC3)N1CCN1CCCCC1,2,12,0,-2.1,0.3,1.4,0.1,-2,37
Cc1cc(C)cc(-n2c(O)c(C=Nc3ccc(N4CCOCC4)cc3)c(=O)[nH]c2=S)c1,5,-8,3,0.4,0.4,0.0,-0.3,1,-5
CCC1(CC)C(=O)NC(=Nc2cccc(C(F)(F)F)c2)NC1=O,6,-25,-12,4.0,-0.2,1.9,-4.0,7,5
CCCC(C)C1(CC)C(=O)NC(=Nc2ccc(OC)cc2)NC1=O (stereo not drawn),3,20,6,0.3,0.0,0.3,-0.7,2,-1
COc1ccccc1N1CCN(Cc2ccccc2F)CC1,3,21,-12,-0.6,-0.2,1.0,0.1,4,-24
C[N+]12CN3CN(CN(C3)C1)C2,3,16,-22,0.8,0.4,0.5,-0.7,4,0&-23
N/C(=N\N=C\c1ccc(O)cc1O)N[N+](=O)[O-],4,31,-13,2.0,0.1,1.3,-1.6,-2,6
COc1ccc(Cn2c(O)c(C=NCCN3CCOCC3)c(=O)[nH]c2=O)cc1,0,4,-8,0.0,0.1,-0.3,1.3,-4,2
O=C(CN1CC=C(c2ccccc2)CC1)NC(=O)NCc1ccccc1,2,23,-6,-0.3,-0.9,0.2,-0.1,4,-4
CN1C(=O)C(=Cc2c(OCc3cnc(Cl)s3)ccc3ccccc23)C(=O)N(C)C1=O,-1,-14,-11,-1.0,0.0,1.2,1.2,0,-42
CCCC(C)C1(CC)C(=O)NC(=Nc2ccccc2)NC1=O (stereo not drawn),0,-6,-12,3.2,-0.5,0.9,2.6,1,28
CCN1CCN(c2ccc([N+](=O)[O-])cc2C=C2C(=O)NC(=O)NC2=O)CC1,3,10,-8,-0.3,0.1,0.5,0.2,-3,23
Cc1ccc2c(c1)=NC(=O)/C(=C/c1c(O)[nH]c(=O)[nH]c1=O)C=2,-1,-24,-12,2.1,1.1,0.6,1.9,-3,15
Cc1ccc(-n2c(C)cc(/C=C3/C(=O)NC(=O)N(C)C3=O)c2C)cc1,4,11,-7,-0.7,0.6,0.5,1.9,-1,18
Cn1c(O)c(C(c2ccccn2)c2c(O)n(C)c(=S)[nH]c2=O)c(=O)[nH]c1=S,3,11,0,-0.3,0.9,0.1,-2.1,-3,12
COc1ccc(-n2c(=O)[nH]c3ccccc3c2=O)c(OC)c1,0,15,-20,-0.5,-0.3,0.3,1.6,-1,-21
Nc1c(C(=O)NCC2CCCO2)c2nc3ccccc3nc2n1Cc1ccco1 (stereo not drawn),-2,-293,-13,3.8,1.2,1.1,0.4,-2,-22
CN(C)C(=O)NC(O)C(Cl)(Cl)Cl (stereo not drawn),8,-12,0,0.7,0.2,0.7,-0.4,6,17
O=C(CNS(=O)(=O)c1cccs1)N1CCC2(CC1)OCCO2,6,0,-10,1.4,-0.9,0.5,0.2,1,-4

# Quoted from above (13 entries):
SMILES,BaF3 tox,m-calpain inh,S1P4 antagonist,TRPN1 ag,PERK inhibitor,TRPML3 ag,S1P4 agonist,Ba/F3 V617F tox,EP2 modulator
N/C(=N\N=C\c1ccc(O)cc1O)N[N+](=O)[O-],4,31,-13,2.0,0.1,1.3,-1.6,-2,6
COc1ccc(Cn2c(O)c(C=NCCN3CCOCC3)c(=O)[nH]c2=O)cc1,0,4,-8,0.0,0.1,-0.3,1.3,-4,2
O=C(CN1CC=C(c2ccccc2)CC1)NC(=O)NCc1ccccc1,2,23,-6,-0.3,-0.9,0.2,-0.1,4,-4
CN1C(=O)C(=Cc2c(OCc3cnc(Cl)s3)ccc3ccccc23)C(=O)N(C)C1=O,-1,-14,-11,-1.0,0.0,1.2,1.2,0,-42
CCCC(C)C1(CC)C(=O)NC(=Nc2ccccc2)NC1=O (stereo not drawn),0,-6,-12,3.2,-0.5,0.9,2.6,1,28
CCN1CCN(c2ccc([N+](=O)[O-])cc2C=C2C(=O)NC(=O)NC2=O)CC1,3,10,-8,-0.3,0.1,0.5,0.2,-3,23
Cc1ccc2c(c1)=NC(=O)/C(=C/c1c(O)[nH]c(=O)[nH]c1=O)C=2,-1,-24,-12,2.1,1.1,0.6,1.9,-3,15
Cc1ccc(-n2c(C)cc(/C=C3/C(=O)NC(=O)N(C)C3=O)c2C)cc1,4,11,-7,-0.7,0.6,0.5,1.9,-1,18
Cn1c(O)c(C(c2ccccn2)c2c(O)n(C)c(=S)[nH]c2=O)c(=O)[nH]c1=S,3,11,0,-0.3,0.9,0.1,-2.1,-3,12
COc1ccc(-n2c(=O)[nH]c3ccccc3c2=O)c(OC)c1,0,15,-20,-0.5,-0.3,0.3,1.6,-1,-21
Nc1c(C(=O)NCC2CCCO2)c2nc3ccccc3nc2n1Cc1ccco1 (stereo not drawn),-2,-293,-13,3.8,1.2,1.1,0.4,-2,-22
CN(C)C(=O)NC(O)C(Cl)(Cl)Cl (stereo not drawn),8,-12,0,0.7,0.2,0.7,-0.4,6,17
O=C(CNS(=O)(=O)c1cccs1)N1CCC2(CC1)OCCO2,6,0,-10,1.4,-0.9,0.5,0.2,1,-4

# (next part)
SMILES,BaF3 tox,m-calpain inh,S1P4 antagonist,TRPN1 ag,PERK inhibitor,TRPML3 ag,S1P4 agonist,Ba/F3 V617F tox,EP2 modulator
Cc1cc(C(=O)N=Nc2c(O)n(C)c3ccccc23)c(C)o1,0,-2,-8,0.0,-0.2,1.0,-1.3,-2,8
Cc1sc2c(c1C)C(c1ccc(C(C)(C)C)cc1)=NCC(=O)N2CC(=O)Nc1nccs1,5,-69,-5,0.0,-1.0,0.1,0.7,3,22
O=C1NC(=O)N(c2ccccc2)C(=O)/C1=C/c1ccc2c(c1)Cc1ccccc1-2,5,-30,-8,-1.6,-0.4,0.2,-1.5,1,-12
C=CCN1C(=O)c2ccccc2Sc2ccc(C(=O)N3CCC4(CC3)OCCO4)cc21,8,-9,-13,0.8,-0.5,0.9,-0.6,2,0
CCC(C)NC(=O)c1c(N)n(CCCOC)c2nc3ccccc3nc12 (stereo not drawn),5,i,23,1.3,-1.8,0.6,3.5,5,23
Cc1cc(C=C2C(=O)N(C)C(=S)N(C)C2=O)c(C)n1C1CCCCC1,2,-88,-9,1.2,-0.2,0.4,1.5,3,14
C=CCn1c(O)c(/C=C/C=Nc2ccccc2)c(=O)[nH]c1=O,4,25,-19,0.5,0.6,2.0,-2.0,-2,-13
CCCC/C(C)=C/[C@@H](NP(=O)(c1ccccc1)c1ccccc1)c1ccccc1,4,22,11,0.3,-0.8,0.0,0.0,-1,64*
CC1(C)CSC(=NCc2ccccc2)N1,4,5,2,61*,-0.2,58*,0.7,-1,-37
CC1=C(C(=O)O)N2C(=O)[C@@H](NC(=O)CCCC(=O)O)[C@H]2SC1,-5,2,5,1.0,0.7,0.5,-1.7,-4,21
Cc1nn(C)cc1/C=C1/CC2C3CC=C4CC(O)CCC4(C)C3CCC2(C)C1=O (stereo not drawn),3,nt,-1,-0.5,0.6,-0.1,-3.6,-1,nt
COc1ccc(OC)c(NP(=O)(Oc2ccc(Cl)cc2)Oc2ccc(Cl)cc2)c1,8,29,-20,-0.4,-0.4,-0.7,-0.9,4,58
CN1C(=O)NC(=O)/C(=C\C=C\c2ccccc2[N+](=O)[O-])C1=O,6,-17,-12,-0.7,2.1,-1.0,1.8,-2,-74
O=C(O)CSC(=S)N1CC2CC(C1)c1cccc(=O)n1C2 (stereo not drawn),2,-10,-14,2.0,1.0,0.7,1.2,-3,-1
COc1ccc2c(c1)CC1(CN2C)C(=O)NC(=O)N(c2ccc(C)cc2)C1=O (stereo not drawn),4,7,0,-0.8,0.8,-0.3,0.1,2,18
CN(C)CCCN=Cc1c(O)n(Cc2ccco2)c(=O)[nH]c1=O,3,-9,-8,1.9,2.1,0.5,-0.8,-2,13
Nc1ccncc1Cl,13,26,-8,-0.2,0.9,0.6,0.4,7,-12
COP(=O)(OC)/C(C=O)=N/Nc1ccc([N+](=O)[O-])cc1,0,7,-5,1.6,-0.2,1.4,1.5,2,10

# Only part of the results is shown. The share of hits here may be higher or lower than overall.
